TAAR1 antagonist: human TAAR1 antagonism; hit rate 1.5% among 360,000; AID 624466; inhibition, % at 3 µM; Q96RJ0; CHO RD-HGA16 TAAR1, Fluo-8 calcium fluorescence, antagonist;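 active = inhibition above a per-plate cutoff, the mean inhibition of test compounds on that plate plus 3 SD, cut at about 49% in these data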;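 also: 0% = DMSO plus EC80 beta-PEA response and 100% = DMSO alone without agonist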
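test system = CHO RD-HGA16 cells bearing hTAAR1 | replication = singlicate | controls = DMSO-only wells and EC80 β-PEA-stimulated wells | reagent = EC80 β-phenethylamine stimulus | read-out basis = percent inhibition of PEA-evoked calcium signal, max/basal emission ratio | schedule = seeding 17-24 h prior, 75-min 37 °C, 30-min RT dye loading | signal = kinetic Fluo-8 calcium fluorescence measurement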
TAAR1 ag: agonists of human TAAR1; hit rate 0.99% among 360,000; Q96RJ0; activation, % at 3 µM; AID 624467; CHO RD-HGA16 TAAR1, Fluo-8 calcium fluorescence; vehicle wells 0%, saturating PEA agonist 100%;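 active = activation above the mean activation of all test compounds in the run plus 3 SD, cut at about 38% in these data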
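Assay system – CHO-derived RD-HGA16 cells with stable Gα16 and human TAAR1 · Compound dosing – one-point dosing at 3 µM (nominal) · Incubation – 17-24 h seeding, 75 min 37 °C dye, 30 min RT · Measured by – kinetic Fluo-8 calcium fluorescence · Control set – DMSO vehicle as 0%, PEA at EC100 as 100% · Repeats – single well for each compound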
V1aR counter: activates human V1a receptor in oxytocin agonist counter-screen; activation, % at 3 µM; P37288; hit rate 0.25% among 320,000; CHO-V1R cells, Fluo-8 calcium fluorescence, agonist mode; 0% DMSO, 100% 3 nM vasopressin;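 active = activation above the mean activation of all tested compounds plus 3 SD, per screening run, cut at about 20% in these data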;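 also: signal is peak over basal fluorescence ratio across a 100 second FLIPR read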
M1 PAM: human CHRM1 positive allosteric modulation. AID 588819. activation, % at 3 µM. hit rate 0.088% among 360,000. CHO-K1 hM1, Fluo-8 calcium fluorescence, ACh EC20; 0% = ACh EC20, 100% = maximal ACh; in the data active = activation above about 19%, passing the limit was not always enough
Target sequence (P11229 whole entry, looked up): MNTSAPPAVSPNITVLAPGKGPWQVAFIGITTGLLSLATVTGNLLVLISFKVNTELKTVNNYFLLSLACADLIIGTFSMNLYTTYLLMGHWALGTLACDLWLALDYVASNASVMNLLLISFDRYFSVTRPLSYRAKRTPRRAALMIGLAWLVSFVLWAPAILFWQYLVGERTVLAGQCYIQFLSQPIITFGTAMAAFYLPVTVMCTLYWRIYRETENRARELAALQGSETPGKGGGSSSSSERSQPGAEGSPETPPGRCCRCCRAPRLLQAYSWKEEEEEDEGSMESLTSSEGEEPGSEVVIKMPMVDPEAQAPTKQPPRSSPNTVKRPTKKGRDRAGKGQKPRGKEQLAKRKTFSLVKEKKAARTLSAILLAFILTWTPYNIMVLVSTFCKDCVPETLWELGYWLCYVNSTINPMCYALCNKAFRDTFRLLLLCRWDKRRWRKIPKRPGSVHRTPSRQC
CHO parental Ca: counter-screen: ATP calcium response change in parental CHO cells; AID 463079; parental CHO-K1, ATP-induced calcium, Fluo-8 fluorescence; hit rate 0.63% among 330,000; inhibition, % at 5.6 µM;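 active = inhibition above that plate's mean sample inhibition plus 3 SD, cut at about 26% in these data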;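 also: 0% = ATP-challenged DMSO wells and 100% = DMSO wells without ATP; some compounds past the cut are filed as inactive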
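Assay system: parental CHO cells; Read-out basis: percent inhibition of ATP-evoked calcium rise, normalized to controls; Benchmarks: ATP and no-ATP DMSO wells; Compound dosing: single nominal dose of 5.6 µM per compound; Signal: Fluo-8 calcium dye fluorescence; Also added: ATP as calcium-mobilizing challenge; Repeats: singlicate.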
CHRM1 agonist: agonists of human M1 muscarinic receptor; P11229; CHO-K1 hM1, Fluo-8 calcium fluorescence, agonist mode; 0% DMSO, 100% acetylcholine EC100; activation, % at 3 µM; hit rate 0.33% among 360,000; AID 588814;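 active = activation above the run's mean compound activation plus 3 SD, cut at about 16% in these data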;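 also: peak over basal fluorescence ratio within a 140 s kinetic read after compound addition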
CHRM1 antagonist: human CHRM1 antagonism. AID 588852. CHO-K1 hM1, Fluo-8 calcium fluorescence, ACh EC80 antagonist. hit rate 1.3% among 360,000. inhibition, % at 3 µM;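 active = percent inhibition above its own plate's cutoff, namely the mean of that plate's compound wells plus 3 SD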;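 also: peak over basal fluorescence ratio during 140 s after agonist addition; 0% = ACh EC80 plus DMSO and 100% = DMSO alone without agonist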
OXTR potentiator: potentiates the human oxytocin receptor response; CHO-OTR cells, Fluo-8 calcium fluorescence, potentiator mode; 0% = oxytocin EC15, 100% = EC100; activation, % at 3 µM; AID 2445; hit rate 0.061% among 320,000;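 active = activation above that plate's cutoff, the mean activation of tested compounds plus 3 SD, cut at about 6.6% in these data, passing the limit was not always enough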;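 also: 100% uses oxytocin at 75 nM as the full agonist control; some results filed as inactive read as strong as hits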
Target sequence (P30559 whole entry, looked up): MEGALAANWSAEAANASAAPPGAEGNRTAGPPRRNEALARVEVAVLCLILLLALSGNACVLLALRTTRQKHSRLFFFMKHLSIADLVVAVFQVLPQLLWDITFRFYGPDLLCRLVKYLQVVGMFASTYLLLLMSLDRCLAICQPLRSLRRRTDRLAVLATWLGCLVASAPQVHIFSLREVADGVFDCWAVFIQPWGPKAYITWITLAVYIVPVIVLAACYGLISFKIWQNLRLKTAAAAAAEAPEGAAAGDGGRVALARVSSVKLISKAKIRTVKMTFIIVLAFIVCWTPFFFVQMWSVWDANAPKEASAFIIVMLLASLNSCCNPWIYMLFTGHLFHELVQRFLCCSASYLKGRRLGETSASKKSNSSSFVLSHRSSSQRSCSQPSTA
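Assay system: CHO cell line stably expressing human OTR | Also added: Oxytocin at about EC15, sub-maximal agonist stimulus | Times: Compound 6 min at room temperature before oxytocin, 100 s read | Measured by: Fluo-8 intracellular calcium fluorescence, ex 470-495, em 515-575 nm | Controls: EC15 oxytocin alone as 0%, 75 nM oxytocin as 100%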
OXTR agonist: human OXTR agonism; CHO-OTR cells, Fluo-8 calcium fluorescence; normalized: DMSO 0%, oxytocin 100%; AID 2435; P30559; hit rate 0.32% among 320,000; activation, % at 3 µM;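 active = activation above the mean of all tested compounds plus 3 SD, cutoff set per screening run, cut at about 20% in these data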;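 also: peak over basal fluorescence ratio from a 100 s FLIPR kinetic read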
Starred values were filed as active, the others as inactive; · = no result given.

SMILES	TAAR1 antagonist	TAAR1 ag	V1aR counter	M1 PAM	CHO parental Ca	CHRM1 agonist	CHRM1 antagonist	OXTR potentiator	OXTR agonist
COc1ccccc1N(Cc1cc2ccc(C)cc2[nH]c1=O)C(C)=O	12.1	6.7	1.0	5.3	-11.3	0.5	-11.2	-20.0	-0.1
CC(C)CN1CC(C(=O)O)CC1=O (stereo not given)	-4.2	12.1	-0.2	12.4	-10.0	-4.3	-11.8	-5.1	0.3
Cc1ccc(N(C(=O)c2snc(C(N)=O)c2N)C(C(=O)NCCC(C)C)c2ccco2)cc1 (stereo not given)	38.5	20.7	-0.6	-3.4	-29.8	-1.6	2.8	-7.6	-0.4
C/C(=N\NC(=O)c1ccc(C)cc1C)c1ccc(-n2ccnc2)cc1	-0.6	3.8	0.6	10.8	-11.7	-7.8	-11.1	-8.7	-0.1
COCCN(Cc1nc(-c2ccc(-c3ccccc3)cc2)oc1C)C(C)C	-0.1	-0.2	0.5	0.0	-8.2	-3.7	-1.3	-6.0	0.1
O=S(=O)(Nc1ccccn1)c1ccc(Cl)c2ccccc12	-1.1	1.0	0.7	3.2	-12.7	-11.8	-0.4	-9.2	3.2
CCc1nc(SCC(=O)Nc2ccc(F)cc2F)c2c(=O)n(C)c(=O)n(C)c2n1	-8.2	2.1	-0.8	4.6	-9.6	-3.0	-7.4	0.5	-0.8
CCOC(=O)CSc1nc(=O)n2cc(C)ccc2n1	22.9	8.5	0.3	11.9	-16.4	-8.3	-7.0	4.2	0.2
O=C(COC(=O)Cn1cnc2ccccc2c1=O)NCc1ccccc1Cl	-27.4	1.7	-0.7	5.8	-20.7	-3.7	-3.7	-9.4	-1.4
CC(=O)c1coc2ccc(OCCN3CCCCC3)cc12	-3.7	0.8	1.9	13.4	-13.3	-10.8	-34.5	-0.1	0.7
O=C(NCC1COc2ccccc2O1)c1cn(Cc2ccc(F)cc2)nn1 (stereo not given)	-13.3	4.8	3.0	4.9	-19.8	0.3	8.2	-11.1	0.9
COc1ccccc1-c1cc(C(=O)NC2CCN(C)CC2)c2ccc(Cl)c(C)c2n1	-6.8	4.1	12.3	3.0	6.6	-3.5	12.3	-3.3	20.4*
Cc1ccc(F)cc1NC(=O)c1ccc(OCC2CCCO2)cc1 (stereo not given)	-27.0	-3.1	1.7	-2.6	-10.7	-2.9	9.3	-5.8	1.7
Oc1ccc(Cl)cc1CNC1CCCCC1	2.0	1.5	·	10.8	·	-3.2	-13.1	·	·
Cc1ccc(CNS(=O)(=O)c2ccc([N+](=O)[O-])cc2)cc1	-9.5	5.1	1.2	4.0	-5.8	-3.2	-16.9	-9.5	-1.4
COc1ccccc1NC(=O)CSc1nnc(-c2ccc(NC(C)=O)cc2)n1C	-10.3	6.3	0.6	2.5	5.8	-3.0	-24.1	-12.6	0.7
O=C(O)c1cc2c(ncc3c(=O)n(-c4ccccc4)[nH]c32)s1	-5.3	1.3	·	3.1	·	-2.9	-1.1	·	·
COc1ccc2[nH]cc(/C=C/C(=O)c3ccccc3)c2c1	15.1	-0.6	0.1	-0.9	-27.5	-0.6	0.3	-10.4	-0.5
CCN(C(=O)COC(=O)CNC(=O)c1ccc(F)cc1)C1CCS(=O)(=O)C1 (stereo not given)	24.2	9.9	0.3	2.2	-8.9	-8.6	3.3	2.6	0.1
CCN(CC(=O)NCc1ccc(F)cc1)C(=O)/C=C/c1ccc(S(=O)(=O)N(CC)CC)cc1	6.2	2.9	4.4	5.5	-4.6	-2.2	4.8	-10.1	5.5
COCCCNC(=O)c1oc2ccc(S(=O)(=O)N3CCOCC3)cc2c1C	5.7	6.8	0.5	13.4	4.7	0.8	-19.2	-0.4	-0.4
C[C@H](CO)N1C[C@H](C)[C@H](CN(C)Cc2cccc(F)c2)Oc2ncc(Br)cc2C1=O	-6.3	0.0	·	1.1	·	-9.7	-13.6	·	·
O=C(COc1ccc2c(c1)CCC2)NCc1ccc(Cl)cc1	0.9	9.5	-0.9	5.8	-16.2	-11.2	-12.8	-11.6	-2.6
CC(Oc1ccccc1Cl)C(=O)/C=C/N(C)C (stereo not given)	7.3	5.0	0.0	5.8	-29.0	-3.1	-9.5	-10.4	1.4
Cc1cccc(-n2ccc(=O)c(C(=O)Nc3ccc(S(=O)(=O)Nc4nccs4)cc3)n2)c1	15.4	-0.4	0.6	20.9	-9.2	0.9	-7.0	-0.1	0.6

Profiles, quoted from the list. Order of screens: TAAR1 antagonist | TAAR1 ag | V1aR counter | M1 PAM | CHO parental Ca | CHRM1 agonist | CHRM1 antagonist | OXTR potentiator | OXTR agonist
COCCN(Cc1nc(-c2ccc(-c3ccccc3)cc2)oc1C)C(C)C as listed: -0.1 | -0.2 | 0.5 | 0.0 | -8.2 | -3.7 | -1.3 | -6.0 | 0.1
COCCCNC(=O)c1oc2ccc(S(=O)(=O)N3CCOCC3)cc2c1C as listed: 5.7 | 6.8 | 0.5 | 13.4 | 4.7 | 0.8 | -19.2 | -0.4 | -0.4
Cc1cccc(-n2ccc(=O)c(C(=O)Nc3ccc(S(=O)(=O)Nc4nccs4)cc3)n2)c1 as listed: 15.4 | -0.4 | 0.6 | 20.9 | -9.2 | 0.9 | -7.0 | -0.1 | 0.6
CCOC(=O)CSc1nc(=O)n2cc(C)ccc2n1 as listed: 22.9 | 8.5 | 0.3 | 11.9 | -16.4 | -8.3 | -7.0 | 4.2 | 0.2
CC(C)CN1CC(C(=O)O)CC1=O (stereo not given) as listed: -4.2 | 12.1 | -0.2 | 12.4 | -10.0 | -4.3 | -11.8 | -5.1 | 0.3

(more compounds)
SMILES	TAAR1 antagonist	TAAR1 ag	V1aR counter	M1 PAM	CHO parental Ca	CHRM1 agonist	CHRM1 antagonist	OXTR potentiator	OXTR agonist
CCOC(=O)c1c(NC(C)=O)sc2c(OC(C)=O)cccc12	-10.6	8.5	1.2	2.1	-11.0	-5.5	-2.2	-4.6	0.1
CCC(C)NC(=O)C1CC(c2cccc(OC)c2)=NO1 (stereo not given)	3.8	6.7	0.1	-5.6	-4.8	-1.0	0.3	-5.0	-0.4
CCCNC(=O)c1cc(C2CCCCN2S(=O)(=O)c2ccccc2)on1 (stereo not given)	-27.1	-1.2	·	3.8	·	-10.3	-0.9	·	·
CCCCNC(=O)CCCCC(=O)N/N=C/c1cccc(Cl)c1	-1.1	-0.8	-0.8	4.7	-9.7	-7.4	-9.7	2.2	-1.5
CC(=O)Nc1ccc(C(C#N)=Cc2ccc(N(C)CCC#N)cc2)cc1	7.3	3.4	·	0.4	·	-5.5	-12.6	·	·
COC(=O)C1=C(N)Oc2c(oc(CO)cc2=O)C1c1ccccc1F (stereo not given)	-0.2	-0.2	-0.2	5.2	2.6	-4.9	0.5	3.9	-0.2
C[C@H](CO)N1C[C@H](C)[C@@H](CN(C)Cc2ccc3c(c2)OCO3)Oc2c(NC(=O)Cc3ccccc3)cccc2C1=O	33.0	15.3	-0.3	-2.2	-22.2	-6.3	2.5	1.0	-0.4
CC(c1nnc(SCC(=O)Nc2cccnc2Cl)n1-c1ccccc1)N(C)C (stereo not given)	-5.9	6.3	0.0	5.4	-10.5	-5.6	-11.0	-3.2	-0.9
O=C(NC1CCCCCCC1)c1cc(COc2ccc3ncccc3c2)on1	19.9	2.0	·	-18.5	·	-4.7	49.4*	·	·
Cc1[nH]n(-c2ccccc2)c(=O)c1N=Nc1ccc(C(=O)O)cc1	6.0	3.0	0.2	7.5	-9.7	-1.9	-11.8	5.2	0.8
O=C(NC(=S)NCCN1CCOCC1)c1ccc(Cl)cc1	-22.2	2.8	0.3	-0.5	-15.9	-4.5	2.6	2.4	-0.5
Cc1cc(C)c(S(=O)(=O)N2CCC3(CC2)OCCN3S(=O)(=O)c2cccs2)c(C)c1	6.3	0.5	·	3.2	·	-1.2	-5.9	·	·
Cc1ccc(-c2nnc(-c3ccccc3)c(N3CCOCC3)n2)cc1	7.6	5.2	-1.5	1.1	-13.9	-6.2	6.1	1.9	-1.9
O=C(NCCN1CCCCCC1)C1CCCN1S(=O)(=O)c1cccc2nsnc12 (stereo not given)	-21.4	0.4	-1.3	-4.6	-6.4	-7.4	-12.8	-1.3	0.8
CN(Cc1ccccc1)N=Nc1nc[nH]c1C(N)=O	-7.0	4.0	·	7.0	·	-4.0	-11.3	·	·
COC(=O)Cc1c(C)c2ccc(OCC(=O)N3CCCC(C)C3)c(C)c2oc1=O (stereo not given)	-1.4	2.6	8.8	-9.5	0.9	1.9	14.0	-11.5	12.8
Cc1ccccc1-c1cnc(C(O)c2ccc(Cl)cc2)[nH]1 (stereo not given)	-27.8	3.0	·	5.0	·	-1.3	-17.4	·	·
C#CCNC(=O)c1ccc2sc([C@H]3C[C@H](O)[C@@H](CO)O3)nc2c1	6.8	0.3	·	13.4	·	5.3	-2.1	·	·
Cc1ccc(C(=O)N/N=C\C=C\c2ccc(Br)cc2)cn1	-8.4	13.2	0.8	5.5	-16.8	-1.5	-3.6	-4.8	0.1
CCC(=O)N1CCN(c2ccccc2NC(=S)NC(=O)c2ccco2)CC1	10.8	6.9	1.9	0.6	-17.4	-1.5	-2.2	-1.2	1.8
O=C(CSc1nnc(-c2cccnc2)n1-c1ccccc1)Nc1ccccn1	0.1	6.3	2.6	5.4	-3.9	-4.2	-13.2	-10.0	-0.5
Cc1cc(C(=O)OCn2nnc3ccccc3c2=O)c(C)n1-c1ccccc1	7.7	4.7	0.9	-4.5	-24.8	-3.2	-7.3	-12.2	-0.7
Cc1nc(-c2ccc(S(=O)(=O)N3CCCN(CCc4ccccc4)CC3)s2)cs1	-10.3	2.5	3.0	3.0	-26.3	-7.2	-17.8	-11.6	0.2
CNCc1c(C)nn(-c2ccccc2)c1C	-26.6	1.9	2.2	3.8	12.4	-7.9	-6.9	-14.4	0.1
CCOC(=O)N/N=C(\C)c1ccc(-n2cnnn2)cc1	-2.1	0.5	0.9	7.6	-2.1	-5.6	-3.4	-5.8	2.5
COc1ccc(NC(=O)CN2C(=O)NC(c3ccccc3)(c3ccccc3)C2=O)cc1OC	-11.2	2.9	6.5	11.0	-12.7	-0.6	-2.7	-9.9	3.5
COc1ccc(C(=O)N/N=C(\C)CC(=O)NC2CCCCC2)c(OC)c1	6.8	-1.0	0.5	15.5	-10.7	0.4	-2.4	-4.4	-0.5

Screens deposited in PubChem by The Scripps Research Institute Molecular Screening Center.
